CSN inh: inhibitors of CSN-mediated cullin deneddylation, primary screen, biochemical, fluorescence polarization, uHTS; COP9 signalosome complex subunit 5 (Homo sapiens), Q92905; Purified CSN, SCF-Nedd8-OG deneddylation; inhibition, % at 12.5 µM; 360,000 compounds, 0.38% hits;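 active = pattern-corrected inhibition above about 35%, with an unprinted fluorescence ratio check between 0.5 and 1.5, limit read from the data, passing the limit was not always enough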;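 note: 0% = enzyme with substrate and 100% = substrate without enzyme; some results filed as inactive read as strong as hits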
Target sequence (Q92905 whole entry, looked up, one chain of several): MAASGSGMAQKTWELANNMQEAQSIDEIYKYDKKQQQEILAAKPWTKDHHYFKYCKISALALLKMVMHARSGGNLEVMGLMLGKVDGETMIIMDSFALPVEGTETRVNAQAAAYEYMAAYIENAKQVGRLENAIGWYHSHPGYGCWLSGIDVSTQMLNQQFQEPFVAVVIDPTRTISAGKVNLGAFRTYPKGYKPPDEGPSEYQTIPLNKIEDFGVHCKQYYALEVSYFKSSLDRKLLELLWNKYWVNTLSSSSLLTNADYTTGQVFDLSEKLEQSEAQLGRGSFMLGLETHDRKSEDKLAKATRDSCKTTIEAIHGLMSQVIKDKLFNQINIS
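Material: purified human Csn5 enzyme expressed in HEK293T cells / Medium: Tris buffer pH 7.5, NaCl, DTT, Tween-20, trehalose, ovalbumin / Compound dosing: 12.5 µM single point / Schedule: 90 min incubation of compound, enzyme and substrate at room temperature / Signal: fluorescence polarization of the substrate / Control set: no-enzyme wells high, enzyme-with-substrate wells low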
Rpn11 block: Rpn11 (PSMD14) deubiquitinase inhibitors, primary screen, biochemical, fluorescence polarization, uHTS | calls only at 20 µM | human 26S proteasome, Ub4-pepOG fluorescence polarization; 20S core pre-blocked with epoxomicin | 360,000 compounds, 0.59% hits | 26S proteasome non-ATPase regulatory subunit 14 (Homo sapiens), O00487;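 active = inhibition at 20 µM, scaled to each plate's controls, above about 33%, limit read from the data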
LMPTP block: LMPTP phosphatase inhibitors, primary screen, biochemical, fluorescence intensity, uHTS. 360,000 compounds, 0.22% hits. Low molecular weight phosphotyrosine protein phosphatase (Homo sapiens), P24666. recombinant LMPTP-A, OMFP fluorogenic substrate. inhibition, % at 20 µM;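 active = compounds that cut the enzyme signal by at least half of the control window in the single-dose screen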;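 note: plate controls were DMSO wells with enzyme plus substrate for no effect and substrate without enzyme for full effect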
Target sequence (P24666 whole entry, looked up): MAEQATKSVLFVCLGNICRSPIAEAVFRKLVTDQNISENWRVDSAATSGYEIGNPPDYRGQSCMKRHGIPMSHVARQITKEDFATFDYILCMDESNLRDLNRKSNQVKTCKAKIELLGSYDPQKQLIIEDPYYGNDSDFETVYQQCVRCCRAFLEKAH
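Test system – LMPTP-A enzyme · Amount – LMPTP-A at 0.625 nM final in the reaction · Buffer or medium – Bis-Tris pH 6.0, DTT, detergent · Reagent – OMFP 400 µM · Doses – single 20 µM dose · Schedule – reaction 50 min, room temperature, dark · Detection – fluorescence intensity of OMFP turnover product · Evaluation – percent inhibition versus substrate-only and uninhibited controls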
SUMO1-SIM PPI: modulators of SUMO1 protein-protein interactions, primary screen, biochemical, uHTS; Small ubiquitin-related modifier 1 (Homo sapiens), P63165; SUMO1 binding to a labelled peptide, TR-FRET, 1 h; inhibition, % at 20 µM; 360,000 compounds, 0.33% hits; in the data active = inhibition above about 37%
Target sequence (P63165 whole entry, looked up): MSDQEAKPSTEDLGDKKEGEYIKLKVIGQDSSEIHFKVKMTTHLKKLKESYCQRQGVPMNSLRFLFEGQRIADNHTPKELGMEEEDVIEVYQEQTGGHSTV
Scp-1 inhibitor: Scp-1 phosphatase inhibitors, primary screen, biochemical, colorimetric, uHTS; Carboxy-terminal domain RNA polymerase II polypeptide A small phosphatase 1 (Homo …; Recombinant Scp1, phosphopeptide, malachite green phosphate absorbance; inhibition, % at 20 µM; 340,000 compounds, 0.88% hits; AID 493091, 2011;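 active = inhibition above about 50% at 20 µM, limit read from the data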;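 note: plate controls were DMSO wells with enzyme for no effect and wells lacking enzyme for full effect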
Target sequence (Q9GZU7 76-261 limits assumed): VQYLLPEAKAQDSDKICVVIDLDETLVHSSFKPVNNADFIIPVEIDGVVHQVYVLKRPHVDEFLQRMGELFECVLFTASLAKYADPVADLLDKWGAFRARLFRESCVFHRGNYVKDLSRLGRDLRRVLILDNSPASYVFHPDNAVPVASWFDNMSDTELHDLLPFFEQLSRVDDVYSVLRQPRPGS
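Test system: SCP-1 phosphatase catalytic domain, residues 76-261; measured by: colorimetric phosphate reagent with accelerator and stabiliser, absorbance at 630 nm; timing: enzyme reaction 45 min at room temperature, colour 5 min, stabilisation 30 min; also added: Phosphorylated 17-residue peptide substrate; compound dosing: one concentration, 20 µM, with 1.0% DMSO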
MLLE-PAM2 inh: inhibitors of PABP1 MLLE–PAM2 peptide binding, primary screen, biochemical, fluorescence polarization, FITC-PAM2, GST-MLLE; Polyadenylate-binding protein 1 (Homo sapiens), P11940; inhibition, % at 20 µM; 360,000 compounds, 0.36% hits; AID 588489, 2011; in the data active = inhibition above about 35%, passing the limit was not always enough;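 note: plate controls were DMSO wells with GST-MLLE for no effect and wells lacking GST-MLLE protein for full effect; some results filed as inactive read as strong as hits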
TbMetRS inhib: T. brucei MetRS inhibitors, primary screen, biochemical, luminescence | purified T. brucei MetRS, ATP depletion, Kinase-Glo luminescence | inhibition, % at 11.9 µM | 360,000 compounds, 0.4% hits | AID 624268, 2012;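 active = inhibition above a per-plate cutoff of the control wells' mean inhibition plus 3 SD, cut at about 5.5% in these data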;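 note: 0% = DMSO wells median and 100% = median of wells with control inhibitor compound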
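Material: parasite MetRS enzyme / Replication: singlicate, one well per compound / Signal: luminescence of leftover ATP / Schedule: 2 h aminoacylation at 25 °C after 15 min preincubation / Medium: HEPES-MgCl2-KCl buffer plus DTT, spermine, BSA, pyrophosphatase / Doses: 11.9 µM single point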
DNMT1 inh: human DNMT1 methyltransferase inhibitors, primary screen, biochemical, molecular beacon, fluorescence, HinP1I cleavage, uHTS; inhibition (reported as % activation of signal), % at 10 µM; DNA (cytosine-5)-methyltransferase 1 (Homo sapiens), P26358; AID 588458, 2011; 360,000 compounds, 0.83% hits; in the data active = inhibition above about 50%
NadD inh: inhibitors of S. aureus NadD, primary screen, biochemical, colorimetric, uHTS. purified NadD enzyme, colorimetric absorbance read-out. inhibition, % at 20 µM. 360,000 compounds, 0.78% hits; in the data active = inhibition above about 26%; note: some compounds past the cut are filed as inactive
STEP inh: STEP phosphatase inhibitors, primary screen, biochemical, fluorescence intensity, uHTS; recombinant STEP, OMFP fluorogenic substrate; inhibition, % at 20 µM; 360,000 compounds, 0.25% hits; AID 588621, 2011;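 active = inhibition at 20 µM, scaled per plate between control wells, above about 37%, limit read from the data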;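 note: 0% = DMSO with enzyme and substrate and 100% = substrate only without enzyme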
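System: STEP (striatal-enriched tyrosine phosphatase) enzyme, cell-free; medium: Bis-Tris pH 6.0 buffer with DTT, detergent; dosing: 20 µM, 1% DMSO; times: reaction 20 min, ambient temperature; detection: fluorescence, 480/540 nm; read-out basis: normalized % inhibition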
Numbers without * were called inactive; i = inactive; nt = no result given.

smiles	MLLE-PAM2 inh	DNMT1 inh	LMPTP block	NadD inh	Scp-1 inhibitor	CSN inh	TbMetRS inhib	SUMO1-SIM PPI	STEP inh	Rpn11 block
COc1cccc2c1Oc1ncccc1N(C(=O)CCC(=O)NCc1ccccc1F)C2	-11	-10	0.4	0	-5	-2	0.2	2	2	i
Cc1ccc(C(=O)COC(=O)CNC(=O)c2ccccc2)s1	-18	-2	0.4	1	0	5	0.3	-12	1	i
Cn1c(CCNC(=O)c2ccccc2F)nnc1SCC(=O)Nc1ccccc1F	-10	1	-1.2	-3	-9	0	-0.6	0	-2	i
Cc1cc(C)cc(C(O)c2ncc(-c3ccc(F)cc3)[nH]2)c1 (centres undefined)	-12	7	-0.8	-1	nt	2	0.1	0	-2	i
N#C/C(=C\c1c(N2CCC(C(N)=O)CC2)nc2ccccn2c1=O)C(=O)NCc1ccco1	-7	64*	-1.2	3	-4	-1	-0.6	-6	0	i
COc1cccc(-c2nn(-c3ccccc3)cc2CN(C)Cc2ccno2)c1	8	5	-0.3	0	-5	1	-1.1	0	-2	i
CCCCCCOC(=O)Cc1c(C)nc(-c2ccccc2)[nH]c1=O	-5	1	0.0	-5	6	-3	0.4	0	2	i
CCOC(=O)C(C)Oc1ccc2c(CC)cc(=O)oc2c1C (centres undefined)	10	-2	0.1	0	-10	3	-0.3	2	3	i
Cc1ccc(C)c(OCc2nnc(NC(=O)c3ccco3)s2)c1	2	4	-0.7	-5	-2	3	0.2	4	-10	i
CC(C)CNC(=O)CSc1ccc(S(=O)(=O)N2CCN(C)CC2)cn1	-1	0	-1.7	0	-10	3	0.1	7	-1	i
Cc1ccc(N2C(=O)CC(N3CCN(c4ccc(F)cc4)CC3)C2=O)c(C)c1 (centres undefined)	-5	0	-1.1	-1	3	3	0.4	-3	1	i
O=C(COc1cccc(Br)c1)N/N=C1\CCSC1	6	-3	-0.3	-2	-2	-4	-0.7	-1	-2	i
COc1ccc(C(NC(=O)C2CCN(CCOc3ccc(Cl)cc3Cl)CC2)c2cccs2)cc1 (centres undefined)	-2	-10	5.0	6	nt	6	-0.1	-7	3	i
Cc1oc2c(c1C(=O)Nc1cccc3ccccc13)CCCC2	-2	-3	0.6	-5	-7	0	-0.8	0	3	i
CCOc1ccccc1C=C1SC(=S)N(CC)C1=O	6	0	1.6	4	-10	-3	-0.1	-6	2	i
O=C(CCC1CCCCC1)Nc1ccccc1C(=O)N1CCOCC1	14	1	-1.0	-1	-5	3	-0.8	0	-3	i
CCOC(=O)N1CCC(NC(=O)c2ccc(Cl)cc2)CC1	-10	2	2.1	5	-15	0	-0.5	1	-1	i
COC(=O)C1CCN(C(=O)COC(=O)CSc2ccc(C(N)=O)cc2[N+](=O)[O-])CC1	0	-13	-1.7	1	-1	0	0.0	-35	0	i
NS(=O)(=O)c1ccc(NC(=S)N2CCC(Cc3ccccc3)CC2)cc1	-7	2	3.3	-6	-6	1	-0.7	5	80*	i
CCCn1c(SCC(=O)NC(C)C23CC4CC(CC(C4)C2)C3)n[nH]c1=O (centres undefined)	-18	0	-0.6	-1	5	-1	-0.6	-3	0	i
O=C(Nc1ccccc1C(=O)NCC1CCCO1)c1ccc(Cl)cc1 (centres undefined)	9	0	-1.3	-2	-12	3	-0.3	2	-1	i
Cc1nnc(N2C(=O)C(O)=C(C(=O)c3ccco3)C2c2ccc(C(C)C)cc2)s1 (centres undefined)	31	12	0.0	16	-11	-12	-0.1	-10	1	i
Cc1nn(C)cc1C(C(=O)NC1CCCCC1)N(CCc1ccccc1)C(=O)c1cnccn1 (centres undefined)	1	-8	1.4	0	-3	-5	-1.2	-2	1	i
CN(C)S(=O)(=O)c1cccc(NC(=O)c2ccc3c(c2)S(=O)(=O)N=C2CCCCCN23)c1	-68	-2	-0.1	1	nt	1	-0.7	-3	1	i
O=C1NC[C@@H](CCCCN2C[C@H](Cc3ccc(O)cc3)N(Cc3ccccc3)C(=O)C2=O)N(CC2CCCCC2)C1=O	nt	nt	-1.4	20	nt	-6	-0.1	-1	nt	nt
CN(C)C(CNC(=O)c1cc(S(=O)(=O)N(C)c2ccccc2)ccc1Cl)c1ccccc1 (centres undefined)	-12	3	4.3	-11	1	-5	-0.5	5	0	i
O=C(O)c1ccc(-c2sc(Nc3ccccc3)n[n+]2-c2ccccc2)cc1	-17	2	-1.1	2	1	2	-0.5	-2	-1	i
C/C(=N\OC(=O)c1ccc(C)cc1)c1c(C)nc2cc(C)ccn12	-12	3	-0.7	-1	1	-1	-1.0	1	-2	i
C/C(=N\Nc1cc(C)nc(NCc2ccccc2)n1)c1cccc([N+](=O)[O-])c1	-3	1	12	2	-11	2	-1.0	-4	1	i
NC(=O)C1CCN(C(=O)c2ccc3c(=O)n(Cc4ccco4)c(SCc4ccc([N+](=O)[O-])cc4)nc3c2)CC1	-8	-3	0.6	-9	-4	0	-1.0	-7	0	i
CC(=O)c1ccc(NC(=O)C2CCN(S(=O)(=O)c3cccnc3)CC2)cc1	1	-2	-0.4	-5	-5	2	0.1	1	0	i
Cc1ccccc1CS(=O)(=O)c1cn(CC(=O)N2CCC(C)CC2)c2ccccc12	-7	-3	-0.1	-3	-12	-4	0.1	-2	0	i

Record cards, as listed above. Screens in order: MLLE-PAM2 inh | DNMT1 inh | LMPTP block | NadD inh | Scp-1 inhibitor | CSN inh | TbMetRS inhib | SUMO1-SIM PPI | STEP inh | Rpn11 block
`CC(=O)c1ccc(NC(=O)C2CCN(S(=O)(=O)c3cccnc3)CC2)cc1` reads 1 | -2 | -0.4 | -5 | -5 | 2 | 0.1 | 1 | 0 | i
`O=C1NC[C@@H](CCCCN2C[C@H](Cc3ccc(O)cc3)N(Cc3ccccc3)C(=O)C2=O)N(CC2CCCCC2)C1=O` reads nt | nt | -1.4 | 20 | nt | -6 | -0.1 | -1 | nt | nt

Further structures follow:
smiles	MLLE-PAM2 inh	DNMT1 inh	LMPTP block	NadD inh	Scp-1 inhibitor	CSN inh	TbMetRS inhib	SUMO1-SIM PPI	STEP inh	Rpn11 block
CC1CCCCN1C(=O)Nc1cccc(Cl)c1 (centres undefined)	-4	0	0.8	-1	-16	0	-0.3	2	-1	i
COc1ccc(CC2(CO)CCN(Cc3nc(C(C)C)cs3)CC2)cc1	-9	1	-0.9	-3	-5	0	0.0	-3	0	i
CN1CCN(C(=O)c2cc3cc(Cl)ccc3[nH]2)CC1	-2	-3	1.4	-4	-9	3	-0.7	-3	-2	i
C/C=C/C(=O)OCC(=O)Nc1c(Cl)cccc1Cl	-4	0	-0.9	1	3	-2	-1.1	-5	0	i
CCOc1ccc(C2NC(=O)c3ccccc3O2)cc1 (centres undefined)	1	6	-1.4	-5	3	-5	-0.3	10	-7	i
Cc1cc(C)c(C)c(S(=O)(=O)N2CCC(C(=O)N3CCCCCCC3)CC2)c1C	-7	0	3.2	-5	-6	-1	0.1	2	2	i
Cc1ccccc1NC(=O)COC(=O)Cc1ccsc1	10	0	-0.2	-3	-4	1	1.2	-2	-1	i
CC1CCCCC12NC(=O)N(CC(=O)OCc1ccccc1Cl)C2=O (centres undefined)	4	-1	-1.6	-4	5	2	-0.7	1	1	i
O=C(Nn1c(C2CCC2)nc2ccccc2c1=O)C1CCC1	0	-6	0.6	-2	11	1	-0.1	5	3	i
O=C(c1noc2c1CCCC2)N1CCN(c2ccc(F)cc2)CC1	-10	2	0.2	4	-4	0	-0.9	5	-6	i
Fc1ccc(-n2c(-c3cc(C4CC4)[nH]n3)n[nH]c2=S)cc1Cl	-47	5	-0.2	9	-14	-5	-0.9	1	-2	i
CC(=O)Nc1cccc(NC(=O)CSc2nnc(NC(=O)C3CC3)s2)c1	-13	-2	-0.3	-3	16	9	-0.5	3	2	i
O=C(NCCCn1ccnc1)/C(=C\c1ccc(Br)cc1)NC(=O)c1ccccc1F	4	-2	-2.3	-4	-2	6	-0.1	-5	2	i
Cc1cc(=O)oc2cc(OCC(=O)N3CCN(c4ccc(F)cc4)CC3)ccc12	14	0	-0.8	-1	-7	0	0.6	-2	-1	i
Cc1cc(NC(=O)CSc2nc3cc(Cl)ccc3s2)no1	-1	12	-2.3	1	14	2	-0.8	0	-3	i
Cc1cc(C)c(S(=O)(=O)n2cc(C(C)C(N)C(=O)O)c3ccccc32)c(C)c1 (centres undefined)	0	-3	1.4	11	-3	-3	-0.2	3	1	i
C=CCNC(=O)c1ccc(OC)cc1OC	5	1	-1.8	5	-2	5	-0.2	-4	-3	i
Cc1[nH]nc(Sc2ccccn2)c1[N+](=O)[O-]	-7	-4	1.1	-2	-2	0	0.9	-4	-4	i
C[C@H](C[C@H](O)[C@H]1OC1(C)C)C1=C2C[C@H](O)C3[C@@]4(C)CCC(=O)C(C)(C)C4CC[C@]3(C)[C@@]2(C)CC1 (some centres undefined)	-7	-17	0.4	-5	-8	-4	0.0	3	-5	i
Cc1c(N=C(N)/N=C(\N)Nc2ccc(Br)cc2)c(=O)n(-c2ccccc2)n1C	-2	1	1.8	-8	-8	-7	0.0	-1	-3	i
COc1ccc(S(=O)(=O)N2CC(=O)Nc3ccccc32)cc1Cl	-31	-3	-3.6	-1	-10	-1	-0.3	-3	-5	i
O=C1CCN(C(=O)c2ccc(Cl)cc2)N1	-14	-1	-2.6	1	-3	2	-0.3	0	0	i
CCN1CCN(C(=O)C2CCC(=O)N(CCCN3CCCC3=O)C2)CC1 (centres undefined)	9	1	-1.1	-1	-6	4	0.0	7	-3	i
COc1ccc(C(=O)N2CCCCC2c2cc(C(=O)Nc3ccccc3)no2)cc1 (centres undefined)	3	2	-0.1	3	nt	1	0.3	3	1	i

Assay outcomes as filed in PubChem BioAssay.
